# Bioassay records as filed in PubChem.
# ARNT TACC3 PPI = disrupts binding between human ARNT and TACC3; inhibition, % at 9.99 µM; 390,000 tested, 0.66% active; Q9Y6A5; AlphaScreen His-ARNT PAS-B/GST-TACC3 binding, luminescence; TACC3 fragment carries E629A point mutation;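 active means mean inhibition of replicates at least 50% and at least half of replicates each reaching 50%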;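 further: 0% = complete ARNT plus TACC3 wells and 100% = ARNT alone without TACC3; many hits fall short of the cut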
# esBAF inh = SWI/SNF esBAF complex inhibition; mouse ES cells, Bmi1-luciferase knock-in reporter, 24 h; 100% = twice the neutral-well signal; reporter increase, % at 12.5 µM; 350,000 tested, 2% active; AID 602393; in the data active means activation above about 40%;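 further: 0% = median of the plate's neutral control wells and 100% = double that signal; a rise in the Bmi1 reporter signal indicates esBAF inhibition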
# XiGFP reactiv = reactivates the inactive X chromosome in mouse fibroblasts. XiGFP mouse fibroblasts, % GFP-positive cells imaging, 3 d; cells co-treated with 5-aza-dC sensitizer; scaled so ellipticine positive control = 100%. activation, % at 7.58 µM. 360,000 tested, 0.055% active;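 active means mean normalized replicate activation at least 10% and every replicate at or above 10%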;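 further: 0% = median of on-plate neutral control wells and 100% = ellipticine 6 µM median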
#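 System: SV40-immortalized XiGFP fibroblast cells, line 68-5-11 / Incubation: 3-day compound exposure, then 15 min fixation at room temperature / Compound: single concentration per compound, delivered by pin transfer / Buffer or medium: DMEM plus 5-aza-dC sensitizer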
# CFTR F508del cor = CFTR F508del correction in bronchial cells; CFBE cells, YFP halide quenching; stimulated with forskolin plus potentiator P3; % fluorescence drop versus neutral controls; activity (quench increase), % at 7.58 µM; 350,000 tested, 0.36% active; AID 720511;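 active means mean added fluorescence quench of at least 8% versus neutral control, with both replicates also reaching 8%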;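 further: cells transiently co-express mutant CFTR-F508del with the halide-sensitive YFP; corrector assay measuring rescue of mutant channel to the surface after 24 h compound exposure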
# GSIS activator = GLuc luminescence reporter in INS-1E cells, primary screen for activators of glucose-dependent secretion of insulin. 370,000 tested, 0.61% active. INS-1E GLuc reporter insulin secretion, 2-3 h. activation, % at 16.6 µM. AID 743287;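 active means lowest replicate activation of at least 40%, so every replicate reaches that level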;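 further: 0% = median of neutral control wells and 100% = median of IBMX positive control wells; some compounds called inactive have numbers as strong as hits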
# RAD52 anneal inh = inhibitors of human RAD52 DNA annealing; recombinant RAD52 DNA annealing, FRET fluorescence; AID 651710; P43351; 360,000 tested, 0.46% active; inhibition, % at 18.7 µM;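 active means every replicate showing at least 50% inhibition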
# RAD54 branch = inhibitors of human RAD54 branch migration | RAD54 Holliday junction branch migration, FAM/BHQ fluorescence | inhibition, % at 10.4 µM | 360,000 tested, 0.14% active | AID 602329;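 active means mean normalized replicate activity at least 40 and at least half of replicates scoring 40 or more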;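 further: 0% = median of neutral control wells and 100% = median of positive control wells; inhibitors cause a drop in the FAM fluorescence signal; in these data hits start at about 50%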
# ERAP1 HTS inh = inhibitors of human ERAP1 aminopeptidase. inhibition, % at 10.7 µM. 340,000 tested, 0.15% active. Q9NZ08. recombinant ERAP1, Leu-AMC fluorescence, 60 min. AID 652197;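 active means mean replicate inhibition of at least 30%, or all replicates individually reaching that 30% level; inactive means mean below 30% and not every replicate reaching it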;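 further: 0% = neutral control wells and 100% = L-leucinethiol positive control wells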
# Target sequence (Q9NZ08 whole entry, looked up): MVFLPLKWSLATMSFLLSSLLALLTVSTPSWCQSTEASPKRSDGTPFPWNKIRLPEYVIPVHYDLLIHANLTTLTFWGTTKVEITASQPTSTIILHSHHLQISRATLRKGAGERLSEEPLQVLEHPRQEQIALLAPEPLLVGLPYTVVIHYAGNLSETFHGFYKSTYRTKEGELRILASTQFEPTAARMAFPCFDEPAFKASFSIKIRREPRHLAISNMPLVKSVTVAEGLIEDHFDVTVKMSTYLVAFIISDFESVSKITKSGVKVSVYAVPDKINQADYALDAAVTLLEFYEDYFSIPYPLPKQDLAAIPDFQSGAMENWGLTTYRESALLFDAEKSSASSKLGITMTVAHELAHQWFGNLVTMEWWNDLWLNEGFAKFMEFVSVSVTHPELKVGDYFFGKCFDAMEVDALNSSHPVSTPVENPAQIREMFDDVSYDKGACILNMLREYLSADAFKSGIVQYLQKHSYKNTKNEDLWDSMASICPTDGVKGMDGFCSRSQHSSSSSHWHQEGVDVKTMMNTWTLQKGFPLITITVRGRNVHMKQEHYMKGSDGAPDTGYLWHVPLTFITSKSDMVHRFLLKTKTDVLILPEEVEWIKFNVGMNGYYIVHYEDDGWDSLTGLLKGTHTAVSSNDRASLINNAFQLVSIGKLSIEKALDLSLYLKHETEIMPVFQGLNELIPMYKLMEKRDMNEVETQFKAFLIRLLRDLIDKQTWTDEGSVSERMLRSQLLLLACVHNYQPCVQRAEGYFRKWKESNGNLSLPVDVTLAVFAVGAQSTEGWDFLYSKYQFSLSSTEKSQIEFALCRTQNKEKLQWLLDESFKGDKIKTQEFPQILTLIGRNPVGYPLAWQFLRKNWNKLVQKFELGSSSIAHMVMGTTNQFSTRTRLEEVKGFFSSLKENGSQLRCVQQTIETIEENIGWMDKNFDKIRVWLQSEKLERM
# Active calls of the source: *; nt = no result given; & = joins results of further samples; ! = not confirmed by another sample.
# Every second line gives: ARNT TACC3 PPI	esBAF inh	XiGFP reactiv	CFTR F508del cor	GSIS activator	RAD52 anneal inh	RAD54 branch	ERAP1 HTS inh
- Cc1ccc(S(=O)(=O)NCC[C@H]2CC[C@@H](NC(=O)c3cccc(F)c3)[C@H](CO)O2)cc1
 : -5	4	-0.1	0.1	-3	-2	4	3
- COc1ccc(CCNC(=O)Nc2nnc([C@@H]3C[C@H](O)[C@@H](CO)O3)s2)cc1OC
 : nt	-9	0.2	-0.3	nt	-15	3	-1
- C[C@]12c3[nH]c4cc(-c5ccco5)ccc4c3CCN1C(=O)[C@@H](CC(=O)NCC13CC4CC(CC(C4)C1)C3)C[C@@H]2C(=O)N1CCCCC1
 : 2	13	0.0	1.4	14	-20	-7	-2
- COc1ccccc1NS(=O)(=O)/C=C/c1ccccc1
 : -2	nt	0.0	1.0	7	5	-4	1
- C[C@H]1CN([C@@H](C)CO)C(=O)c2cc(NC(=O)CCCCCC(=O)Nc3ccccc3N)ccc2O[C@H]1CN(C)Cc1ccc(C(F)(F)F)cc1
 : 2	0	0.4	0.2	-35	6	2	0
- CCN(CC)c1ccc(/C=N\NC(N)=O)cc1
 : -5	nt	0.1	1.7	20	nt	-6	nt
- Cc1nc(C)c(C(=O)Nc2ccc(C)c(F)c2)o1
 : 7	21	nt	nt	4	nt	9	nt
- CC(C)(Oc1ccc(Cl)cc1)C(=O)NCc1n[nH]c(=O)c2ccccc12
 : -3	8	-0.1	0.2	7	-2	-4	0
- CC1CN(c2cc(-c3ccccc3)c3ccccc3n2)CC(C)O1 (configuration not stated)
 : nt	-5	nt	nt	-4	-8	0	2
- CCCc1nc([N+](=O)[O-])c(S(=O)(=O)c2ccccc2)n1CC(C)C
 : 1	nt	0.4	-1.5	13	-7	nt	17
- CC(=O)C1=C(C)N(Cc2ccccc2)C(=O)N[C@H]1CCc1ccccc1
 : -6	-1	0.4	1.3	-5	-12	5	1
- CC1(C(=O)NS(=O)(=O)c2ccc(F)cc2F)CCN1C(=O)c1ccc(C2CCCCC2)cc1 (configuration not stated)
 : nt	-10	0.4	-0.9	-32	-9	1	2
- COCC(=O)Nc1ccc2c(c1)[C@@H]1C[C@H](CC(=O)NCc3cccnc3)O[C@@H](CO)[C@@H]1O2
 : 5	-2	0.1	0.4	9	-3	7	-2
- CCOc1ccc(S(=O)(=O)n2nc(C)cc2C)cc1
 : -5	3	0.0	-4.0	2	-11	-5	-6
- C(=C\c1ccncc1)/c1ccccc1
 : 24	19	0.0	-0.1	-3	2	5	-6
- CCN(CC)c1nc(N2CCN(C)CC2)nc2ccccc12
 : 2	-13	0.3	3.5	2	28	3	4
- O=C(CS(=O)(=O)c1ccc(F)cc1)Nc1nnc(-c2cccs2)o1
 : 28	4	-0.1	-2.6	13	-7	nt	-1
- C[C@H]1CN([C@@H](C)CO)C(=O)c2cc(Br)cnc2O[C@H]1CN(C)CC1CCOCC1
 : 0	-3	-0.5	-1.2	14	-5	-7	-3
- CSc1nc(N(C)C)nc(N(C#N)CCOC(C)=O)n1
 : 13	-5	0.0	1.1	7	-2	-1	-5
- N#CC1CN(C(c2ccccc2)c2ccccc2)C1
 : nt	-6	0.0	-2.3	8	-23	-2	0
- CCC(=O)Nc1ccc2c(c1)OC[C@@H](C)N(Cc1ccccc1OC)C[C@H](C)[C@H](OC)CN(C)C2=O
 : -1	-1	0.3	-0.5	2	-5	0	0
- CCc1ccc(NC(=O)CSc2nnc(Cc3cccn3C)n2-c2ccc(OC)cc2)cc1
 : nt	-3	0.1	0.5	3	-23	7	-2
- CN(C(=O)COC(=O)c1cccs1)c1ccccc1
 : nt	-5	-0.1	-1.3	117*	-6	-4	-3
- Cc1oc(-c2cccc(C(F)(F)F)c2)nc1CN1CCN(c2ccccn2)CC1
 : 1	-6	0.0	nt	-12	-8	4	12
- CCOC(=O)c1cc(CC)sc1NC(=O)c1cc(OCC)c(OCC)c(OCC)c1
 : -1	-4	nt	-3.9	1	0	4	7
- C=CCNc1nc(NCCNC(C)=O)c2sc(-c3ccccc3)cc2n1
 : nt	0	-0.1	0.6	7	4	12	-4
- C[C@@H]1CN([C@@H](C)CO)C(=O)c2cc(NC(=O)NC3CCCCC3)ccc2O[C@@H](C)CCCCO[C@@H]1CN(C)S(=O)(=O)c1ccccc1
 : 13	-1	-0.1	1.7	-2	-13	-9	-1
- CCSc1nc(C)nc2sc(C)c(C)c12
 : -3	nt	-0.1	1.4	24	0	nt	-2
- Oc1ccc(N=Cc2c(O)ccc3ccccc23)cc1
 : 6	-5	0.0	-1.1	7	-32	-42	0
- CCCCNC(=O)CCC(=O)Nc1ccc2nc(N3CCCCC3)cc(C)c2c1
 : 0	nt	-0.1	1.7	15	-14	nt	-2
- COc1cccc(CN2C(=NC(=O)C3CC3)SC3CS(=O)(=O)CC32)c1 (configuration not stated)
 : -1	-1	-0.1	-1.5	8	-16	-8	1
- CCC1=C(OC(=O)N(CC)CC)N2C(=O)OC(=NCCc3c[nH]c4ccccc34)[C@]2(C)[C@H]2C1=CC[C@H]1C(=O)N(C)C(=O)[C@H]12
 : 7	-8	0.0	1.7	-8	2	-11	1
- C[C@@H]1O[C@@H](O[C@H]2[C@H](O[C@H]3C[C@]4(C)C(C[C@@H](O)C5C([C@]6(C)CC[C@@H](C(C)(C)O)O6)CC[C@]54C)[C@@]4(C)CC[C@H](O)C(C)(C)C34)O[C@H](CO)[C@@H](O)[C@@H]2O)[C@H](O)[C@H](O)[C@H]1O (some centres not stated)
 : -4	1	0.0	-0.1	0	-6	-1	nt
- Cc1nnnn1/C(=C\c1ccccc1)C(=O)OCC(=O)Nc1cccc(S(=O)(=O)N(C)C)c1
 : -4	25	1.4	-3.0	nt	-26	7	-2
- C[C@@H]1CN([C@@H](C)CO)C(=O)c2cccc(NC(=O)C3CCOCC3)c2O[C@H]1CN(C)C(=O)Nc1ccc(F)cc1
 : -5	3	-0.1	-0.8	9	0	-4	0
- CC(C)c1ccc2c(c1)CC[C@H]1[C@](C)(CN)CCC[C@]21C
 : 3&-1	-89&-9	0.3&-0.1	-1.8&-1.8	nt	1&-21	4&12	-2&-1
- Cc1c(C(=O)N2CCC(C)(C(=O)NS(=O)(=O)C3CC3)C2)oc2ccccc12 (configuration not stated)
 : nt	0	0.2	-1.9	nt	-11	11	-1
- CC(=O)Nc1ccc(C(=O)OCC(=O)c2cccc([N+](=O)[O-])c2)cc1
 : -8	nt	-0.2	nt	12	nt	0	nt
- O=C(NC1CCN(C(=S)Nc2ccccc2Cl)CC1)C1CCCCC1
 : -17	-2	0.0	0.6	24	-9	-5	-4
- Cn1c(SCC(=O)Nc2ccc(N3CCOCC3)cc2)nnc1-c1ccccc1
 : 9	-7	nt	-1.8	3	-14	-6	-3
- COc1ccc(NC(=O)Nc2ccc3c(c2)C(=O)N([C@H](C)CO)C[C@H](C)[C@@H](CN(C)Cc2ccncc2)OCCCC[C@@H](C)O3)cc1
 : 10	-3	-1.3	-0.8	-13	9	1	1
- CC(=O)Nc1ccc2c(c1)C(=O)N(C)[C@H]1CC[C@H](CC(=O)NCc3ccccc3)O[C@@H]1CO2
 : -9	-2	0.2	3.9	4	-6	-9	1
- CCn1cc(CCC(=O)NCCc2ccccc2)c2ccccc21
 : -1	14	0.1	nt	-37	-15	-13	3
- CC(C)(C)N1C(=O)[C@H]2[C@@H](c3ccc(Br)cc3)N3C(=O)N(c4cccc(Cl)c4)C(=O)[C@@]3(C)[C@H]2C1=O
 : -17	0	0.0	-0.7	nt	5	1	-5
- Cc1ccc2cc(CCNS(=O)(=O)c3ccc(F)cc3)c(=O)[nH]c2c1
 : -4	-4	0.4	-0.2	-12	-9	4	3
- CCCc1nnc(NC(=O)CCC(=O)NC2CCCCC2)s1
 : 2	2	0.4	2.1	30	-5	-8	-3
- Cc1ccc2c(cnn2C(=O)CCC(=O)N2CCCCC2C)c1 (configuration not stated)
 : -6	-1	0.0	-1.8	16	-6	11	6
- Cc1ccc(S(=O)(=O)Nc2cccc(C(=O)NCC(c3ccco3)N3CCCC3)c2)cc1F (configuration not stated)
 : 12	0	0.2	1.6	-18	-16	8	6
- CCC(C)NC(=O)CN1C(=O)CSc2ccc(S(=O)(=O)N3CCCC3)cc21 (configuration not stated)
 : 1	-1	0.1	-0.7	2	-24	3	-2
- COc1ccc(NC(=O)C/C(C)=N/NC(=O)C(=O)NC2CCCCC2)c(OC)c1
 : -4	nt	0.1	0.3	-5	-1	-7	-3
- CC(=O)c1cccc(N2Cc3ccccc3C2=NC(=O)CCl)c1
 : 1	nt	0.0	nt	16	-18	nt	5
- CCn1nc(C(=O)NNC(=O)COc2ccc(OC)cc2)c2ccccc2c1=O
 : 0	nt	0.1	nt	5	nt	-3	nt
- O=C(CSc1nccc(=O)[nH]1)Nc1ccc(Oc2ccccc2)cc1
 : -1	-6	0.0	-2.7	-5	-10	9	2
- Cn1cc(C(=O)N/N=C/c2cccc(O)c2)ccc1=O
 : -2	-2	0.0	1.3	-1	-10	1	-3
- CSCCC(NC(=O)c1cccc(C)c1)C(=O)OCC(=O)Nc1c(C)nn(-c2ccccc2)c1C (configuration not stated)
 : -2	nt	-0.1	1.2	-22	-16	nt	0
- Cc1ccc(S(=O)(=O)c2ncccc2[N+](=O)[O-])cc1
 : 30	34	0.5	3.7	65*	-17	36	6
- COC(=O)c1sc2cc(=O)n(-c3cccc(C(F)(F)F)c3)nc2c1O
 : -1	nt	0.0	-3.8	21	-10	nt	-6
- C[C@H]1CN([C@@H](C)CO)C(=O)Cc2cc(NC(=O)c3ccncc3)ccc2O[C@H]1CN(C)Cc1ccc(C(F)(F)F)cc1
 : -5	-2	0.8	3.3	13	16	6	-1
- COc1ccc(CN(C)C2CCCCC2)cc1
 : 5	nt	nt	-0.5	1	-7	nt	0
- O=C(O)c1ccc(Cn2cnc3c(=O)[nH]cnc32)cc1
 : -14	0	0.2	-0.4	57	-1	-5	0

# Additional records follow.
# Every second line gives: ARNT TACC3 PPI	esBAF inh	XiGFP reactiv	CFTR F508del cor	GSIS activator	RAD52 anneal inh	RAD54 branch	ERAP1 HTS inh
- CC(=O)N[C@@H]1CC[C@H](CCNC(=O)C2CCCCC2)O[C@H]1CO
 : nt	nt	1.5	0.4	12	-1	nt	-4
- COc1ccc(S(=O)(=O)N(C)C[C@@H]2Oc3ccc(NC(=O)Cc4ccccc4)cc3C(=O)N([C@H](C)CO)C[C@H]2C)cc1
 : -3	-7	-1.4	-2.6	-15	-19	5	0
- C[C@H](O)C#Cc1ccc2c(c1)O[C@@H](CN(C)Cc1ccncc1)[C@@H](C)CN([C@@H](C)CO)S2(=O)=O
 : 2	3	-1.3	3.1	1	-2	0	0
- CSc1ccccc1C(=O)NCC(c1ccco1)N(C)C (configuration not stated)
 : -14	-2	-0.1	0.4	27	10	2	-2
- Cc1ccc(O)c(NC(=O)c2onc(C)c2Cl)c1
 : -15	15	0.4	-1.3	8	-10	-3	7
- C=CCc1c(C)nc2c(C)cccc2c1SC(=N)N
 : -4	nt	0.0	1.1	3	20	11	-1
- N=c1n(CCN2CCCC2)c2ccccc2n1CC(O)c1ccc(Cl)c(Cl)c1 (configuration not stated)
 : 24	-1	0.1	0.2	11	26	8	2
- COc1cccc(CN2C[C@@H]3N[C@H](C2)C3c2ccc(-c3ccc(C#N)cc3)cc2)c1 (some centres not stated)
 : nt	nt	0.0&0.0	2.3&-1.1	-27&-12	71*!	nt	-3&-2
- CN(c1ccccc1)c1ncnc2c1ncn2C
 : -5	8	0.0	nt	1	-10	-1	-8
